# Source: PubChem (National Center for Advancing Translational Sciences (NCATS))
# HT1080NT lethal – qHTS for induction of synthetic lethality in tumor cells producing 2HG: qHTS for the HT-1080-NT fibrosarcoma cell line; HT-1080-NT fibrosarcoma viability, CellTiter-Glo ATP luminescence, 48 h; Potency, µM (highest dose often 46.1 µM), for inactives: at the highest dose activity, negative = less viability, usual class: cytotoxic; 360,000 compounds, 1.6% hits;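 note: NT is the 2HG producing partner of a matched IDH1 knockdown line; potency is the fitted concentration of half-maximal effect; 0% = DMSO-treated cells and -100% = media-only wells without cells; nearly all actives have a fitted effect of over 55% in size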
#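 HT-1080-NT fibrosarcoma cells (2HG-overproducing), 750 cells/well in RPMI with 5% FBS, dosed after 2 h and incubated 48 h at 37C. CellTiter-Glo luminescence normalized to DMSO and no-cell wells; concentration-response curves fitted and classed.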
# HT1080 IDH1KD tx – qHTS for induction of synthetic lethality in tumor cells producing 2HG: qHTS for the HT-1080-IDH1KD cell line | HT-1080 IDH1 knockdown viability, ATP luminescence, 48 h | Potency, µM (series often up to 46.1 µM), for inactives: at the top dose activity, negative = toxicity, hits mostly cytotoxic | 360,000 compounds, 2% hits;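 note: potency is the fitted concentration of half-maximal effect; 0% = DMSO wells and -100% = cell-free medium wells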
#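 CellTiter-Glo luminescence after 48 h compound exposure at 37 degrees C of IDH1-knockdown HT-1080 cells in 5% FBS RPMI. %Activity scaled between DMSO wells and cell-free media wells, with curves fitted and assigned curve classes.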
# SW480 rereplic – A quantitative high throughput screen for small molecules that induce DNA re-replication in SW480 colon adenocarcinoma cells; 340,000 compounds, 1.8% hits; SW480 DNA re-replication, Hoechst DNA content imaging, 48 h; Potency, µM (series often up to 46.1 µM), without a hit: at the top dose re-replication activation, hits mostly activators; note: potency is the fitted concentration of half-maximal effect; % of control where 0% means no effect; nearly all actives have a fitted effect of over 55% in size
#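 SW480 cells exposed to compounds for 48 hr at 37 C, 5% CO2, then Hoechst-stained 40 min. Nuclear DNA content imaged by fluorescence scanning (405 nm excitation, 500-530 nm emission); re-replication scored as increased high-intensity nuclei.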
# KB-V1 cytotox – qHTS assay for MDR1-selective chemotherapeutics: Primary screen using the drug-selected MDR subline cells KB-V1; KB-V1 MDR cells viability, CellTiter-Glo, 72 h; Potency, µM (series often up to 46.1 µM), without a hit: top-dose activity change, negative = cytotoxicity, usual class: cytotoxic; 400,000 compounds, 3.4% hits; AID 1347076, 2019; note: potency is the fitted concentration of half-maximal effect; % is set by controls: 0 for no effect and ±100 for the full control effect; nearly all actives have a fitted effect of over 60% in size
#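 KB-V1 MDR subline cells in DMEM (phenol-red free, 10% FBS) exposed to compounds in qHTS concentration series for 72 h at 37 degrees C. Viability read by CellTiter-Glo luminescence; concentration-effect curves fitted after normalization and correction.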
# WRN helicase inh – qHTS for Inhibitors of WRN Helicase. Bifunctional 3'-5' exonuclease/ATP-dependent helicase WRN (Homo sapiens), Q14191. WRN helicase unwinding, fluorescent forked duplex, kinetic. Potency, µM (series often up to 114 µM), inactives show at the top dose activity change, negative = inhibition, actives largely listed as inhibitors. 360,000 compounds, 0.46% hits; note: potency is the fitted concentration of half-maximal effect; % is set by controls: 0 for no effect and ±100 for the full control effect; nearly all actives have a fitted effect of over 55% in size
#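 Screening of the MLSMR collection measured strand separation of a quenched forked DNA duplex (100 nM) by 20 nM WRN with 2 mM ATP, all final. Compounds were preincubated with enzyme 15 min at room temperature.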
# KB-3-1 tox – qHTS assay for MDR1-selective chemotherapeutics: Primary screen using the parental adenocarcinoma cell KB-3-1 | KB-3-1 viability, CellTiter-Glo ATP luminescence, 72 h | Potency, µM (titrated, usually from 46.1 µM), for the others: at the highest dose activity change, negative = cytotoxic, most hits filed as cytotoxic | 400,000 compounds, 1.4% hits; note: potency is the fitted concentration of half-maximal effect; % is set by controls: 0 for no effect and ±100 for the full control effect; nearly all actives have a fitted effect of over 60% in size
#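 Using CellTiter-Glo luminescence, growth of non-resistant KB-3-1 adenocarcinoma cells is assessed 72 h after pin-tool compound addition at 37 °C. Normalized responses across the concentration series yield fitted curves.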
# MCF10A rereplic – A quantitative high throughput screen for small molecules that induce DNA re-replication in MCF 10a normal breast cells. MCF 10A DNA re-replication, Hoechst nuclear intensity, 48 h. Potency, µM (top dose mostly 46.1 µM), for the others: at the top dose activity, positive = re-replication, usual class: activators. 350,000 compounds, 2.9% hits. AID 624296, 2012; note: potency is the fitted concentration of half-maximal effect; % of control where 0% means no effect; nearly all actives have a fitted effect of over 50% in size
# ATXN2 expr inh – Primary qHTS for Inhibitors of ATXN expression; HEK-293 ATXN2-luciferase reporter, luminescence, 24 h; Potency, µM (highest dose often 57 µM), for the others: at the highest dose activity change, negative = inhibition, usual class: inhibitors; 360,000 compounds, 0.72% hits; note: potency is the fitted concentration of half-maximal effect; % is set by controls: 0 for no effect and ±100 for the full control effect; nearly all actives have a fitted effect of over 55% in size
#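 qHTS (up to 57 uM final) was run with 24 h compound exposure of reporter cells at 37 °C. Each well was multiplexed: SteadyGlo luminescence measured ATXN2-luciferase expression after a fluorogenic Gly-Phe-AFC viability readout (25 uM final).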
# IL1B secr inh – qHTS for Inhibitors of Inflammasome Signaling: IL-1-beta AlphaLISA Primary Screen. 360,000 compounds, 4.7% hits. activity change, % at 57.5 µM. AID 743279, 2014. THP-1 LPS/ATP IL-1B secretion, AlphaLISA, 16 h; active compounds read low; in the data active = activity change below about -50%; inconclusive = mostly about -30% to -49%; note: % is set by controls: 0 for no effect and ±100 for the full control effect
#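 Secreted IL-1B measured by AlphaLISA bead assay after 16 h compound exposure of THP-1 cells; compounds (final up to 57.5 uM) added 1 h before LPS (250 ng/mL) and ATP (1.25 mM) stimulation; lower signal means less secretion.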
# The depositor's hits bear a star; ? = inconclusive; · = not tested or not shown; [ ] = another dose, or the depositor's remark. Unless noted, calls come from the whole dose curve; as a rule, active = well fitted curve in the direction sought with a large enough effect; inconclusive = small, poorly fitted or top-dose-only effect, or another doubt; inactive = no such curve, though single readings can be large; an effect the other way counts as inactive or inconclusive.
mol	ATXN2 expr inh	KB-3-1 tox	HT1080 IDH1KD tx	MCF10A rereplic	KB-V1 cytotox	SW480 rereplic	WRN helicase inh	HT1080NT lethal	IL1B secr inh
CC(C)OCCCNC(=O)Cc1ccc(F)cc1	-2.1%	-3.9%	9.1%	-0.2%	9.5%	-11.6%	2.2%	10.9%	-9.0
CCCNC(=O)C1(C)CCN1C(=O)Cc1ccc(-c2ccccc2)cc1 (centres undefined)	-16.4%	-0.1%	?	·	-9.3%	·	-3.8%	3.7%	-1.0
CC(C)c1ccc(S(=O)(=O)N2CCN(C(=O)c3cccc(S(=O)(=O)N4CCOCC4)c3)CC2)cc1	-2.8%	?	4.2%	7.7%	?	3.5%	-6.8%	1.8%	32.7
CC(=O)c1c(O)cc(=O)n(-c2ccccc2)c1-c1ccc(C)cc1	1.2%	3.9%	1.6%	0.3%	-8.3%	-1.2%	-32.0%	0.1%	7.7
Nc1nc(Nc2ccc(Cl)cc2)nc(NCc2ccco2)c1[N+](=O)[O-]	-4.1%	-13.6%	18.4µM*	?	16.4µM*	-122.3%[inhibitor]	?	?	-2.9
COc1cc(NC(=O)CSCc2ccccc2)c(C(=O)O)cc1OC	-18.9%	7.6%	2.6%	0.8%	5.1%	-4.6%	-1.2%	7.2%	10.7
c1ccc(-c2ccc3[nH]ccc3c2)cc1	46.1%[activator]	12.1%	5.4%	?	16.7%	-3.9%	-3.8%	12.0%	-3.2
O=C(CCCC(=O)OCC(Cl)=C(Cl)Cl)Nc1ccc(F)cc1	-9.6%	3.7%	3.0%	3.0%	21.3%	0.2%	-2.8%	14.1%	17.1
N#C/C(=C\c1ccccc1)C(=O)NNS(=O)(=O)c1cccc([N+](=O)[O-])c1	4.4%	·	4.3%	-2.6%	·	-1.2%	-26.2%	10.4%	2.3
OCc1cccc(-c2cnc3c(Nc4cccc(OC(F)(F)C(F)F)c4)nccn23)c1	?	-0.5%	?	·	-24.4%	·	-8.8%	?	-16.1
CCOc1cccc(CN2CCC(N3CCC(C(=O)NCC4CCCO4)CC3)CC2)c1 (centres undefined)	1.4%	-0.1%	1.7%	-3.3%	0.0%	3.7%	1.7%	-14.4%	3.4
COc1cc(Cl)c(C)cc1NC(=O)COC(=O)C1=COCCO1	4.3%	14.1%	-7.4%	0.2%	?	-6.2%	-6.1%	0.9%	27.7
CCCOc1ccc(-c2cc(C(F)(F)F)c(C#N)c(SCC(=O)O)n2)cc1	-16.3%	2.1%	-12.7%	?	12.9%	-0.8%	-1.7%	-18.0%	-71.0*
CCOC(=O)N1CCC(NC(=O)c2cc(S(=O)(=O)N(CC)CC)ccc2F)CC1	-1.7%	0.4%	4.7%	-12.6%	?	0.731µM*	-22.1%	-0.8%	-17.0
CCOc1cc(C(C(=O)NCC2CCCO2)N(C(=O)Cn2nnc3ccccc32)c2ccccc2C)ccc1O (centres undefined)	8.0%	-3.8%	10.9%	-3.9%	5.3%	-118.8%[inhibitor]	-2.6%	7.2%	-3.2
Cc1occc1C(=O)Nc1cccc(C(=O)NCc2ccccc2)c1	-0.9%	?	21.9%	-2.0%	8.4%	0.7%	-4.4%	3.0%	-20.0
Cc1ccc(S(=O)(=O)N2c3ccccc3NC(=O)C2CC(=O)Nc2ccccc2)cc1 (centres undefined)	3.0%	-3.3%	-1.1%	-4.0%	-18.1%	5.4%	-23.7%[57.1 µM]	-3.6%	-7.6
CC(Sc1nnc(N)s1)C(=O)Nc1nccs1 (centres undefined)	-4.4%	0.7%	5.7%	1.0%	?	-4.2%	-3.0%	6.1%	10.4
O=c1c2sccc2nc(SCc2cc(=O)n3cc(Br)ccc3n2)n1Cc1ccccn1	5.1%	?	-1.4%	17.4%	?	-2.8%	10.2%	3.3%	-53.3*
Cc1ccc(S(=O)(=O)Cc2nc3ccccc3c(=O)[nH]2)cc1	-1.5%	3.5%	-2.4%	-2.9%	1.6%	2.4%	5.6%	-1.3%	24.2
CC1(C)NC(=O)N(CC(=O)NNC(=O)c2ccccc2F)C1=O	13.5%	8.5%	2.8%	-2.1%	5.0%	-8.6%	-2.0%	0.2%	14.1
COc1cc(OC)cc(C(=O)Nc2ccc3nc4n(c(=O)c3c2)CCCC4)c1	·	-12.7%	0.0%	-9.0%	-6.7%	2.8%	10.7%	-14.5%	-1.0
O=C(/C=C/c1cccc(Cl)c1)c1ccc([N+](=O)[O-])o1	4.47µM*	?	?	2.31µM*	18.0%	1.46µM*	-21.3%	?	-102.0*
CCCCCCCC(=O)Nc1cc(C(=O)NCCC)ccc1N1CCC2(CC1)CC(c1cccc(Br)c1)=NO2	-23.9%	-16.2%	-11.2%	44.5%	0.0%	-22.3%	0.5%	-4.2%	8.2
COCCNc1nc(NCc2cccc(OC)c2OC)c2sccc2n1	?	0.0%	-20.5%	·	?	·	-0.8%	?	25.8
CC(=O)c1cccc(NC(=O)N2CCc3ccccc3C2)c1	39.7%[activator]	-11.1%	-2.9%	5.4%	-25.4%	-5.7%	-5.8%	7.5%	-2.6
COc1ccc(OC)c(NC(=O)c2cc3c(Cl)nc4ccccc4c3s2)c1	-25.8%	3.0%	-5.8%	?	4.8%	?	3.9%	-6.5%	-4.4
O=C(Cc1ccc(F)cc1)Nc1cccc(S(=O)(=O)N2CCCC2)c1	-9.5%	-9.4%	-2.5%	16.5%	?	0.8%	-22.4%	-1.7%	-7.5
CCOC(=O)C1(C)CCN1C(=O)c1cccc(Cl)c1 (centres undefined)	-0.5%	0.0%	0.0%	·	20.3%	·	5.2%	-2.5%	32.1
COc1ccc(C(=O)NNC(=S)NC(=O)c2ccc(OC)cc2)cc1	?	?	?	?	-10.1%	0.3%	5.9%	?	65.6
CC(=O)c1ccc(NC(=O)C2CC2c2ccccc2)cc1 (centres undefined)	-7.1%	7.0%	4.1%	-1.6%	1.3%	-10.1%	-4.0%	10.1%	6.8
O=C(CCc1nnc(C2CCCCC2)o1)NCc1cccc(-n2cccn2)c1	-14.8%	4.6%	0.7%	0.5%	?	-3.6%	-5.7%	1.9%	42.2
COc1ccc(C(=O)NC(=O)NC2(C(Cl)(Cl)Cl)OCCO2)cc1	88.8%[activator][11.3 µM]	3.9%	3.4%	-0.9%	?	-6.7%	2.4%	-2.1%	35.8
O=C(NCC1CCCCC1)c1ccc(F)cc1Cl	28.6%	0.4%	11.1%	?	-5.3%	-0.8%	-1.3%	14.9%	-10.7
CN(NS(=O)(=O)c1ccccc1)C(=O)c1ccccc1	-14.6%	?	7.5%	-9.5%	?	-5.2%	-3.1%	0.5%	-0.9
CN(C)CCN1C(=O)c2oc3ccc(Cl)cc3c(=O)c2C1c1cccc(Br)c1 (centres undefined)	-20.4%	3.6%	-0.5%	-1.3%	-2.6%	-5.3%	1.6%	6.1%	0.0
CCOC(=O)C1=C(C)NC(C)=C(C(=O)OCCNC(=O)c2cccnc2)C1c1cccc([N+](=O)[O-])c1 (centres undefined)	1.2%	-5.4%	-14.4%	1.6%	-32.9%	3.3%	8.8%	-9.0%	-58.7*
O=C(O)CCc1nnc(SCC(=O)Nc2cccc(C(F)(F)F)c2)[nH]c1=O	8.1%[11.3 µM]	19.5%	-5.4%	6.0%	5.0%	-5.6%	-8.6%[57.1 µM]	2.1%	7.7
CC(=O)c1cn(-c2ccc(Cl)cc2)c(=O)n(Cc2ccc(Br)cc2)c1=O	-5.3%	?	-1.5%	?	-3.5%	18.7%	2.5%	-1.7%	5.0
CCNc1nc(NCC)n2c(SCC(=O)Nc3c(C)cccc3C)nnc2n1	5.0%	-1.1%	-5.3%	3.7%	-4.0%	5.2%	-10.7%	-11.7%	-0.7
CCOC(=O)c1ccc(N2Cc3ccccc3C2=N)cc1	13.2%	11.4%	7.2%	-1.1%	0.7%	-3.7%	9.3%	3.0%	-6.7
Nc1c(-c2ccccc2)cnn1-c1ccccc1	29.3%	3.9%	1.0%	1.6%	0.0%	-3.1%	-4.2%	-2.4%	-3.1
CCN(CC)CCn1cnc2c1c(=O)n(CCOC(=O)c1cc(OC)c(OC)c(OC)c1)c(=O)n2C	23.2%	-13.7%	-4.1%	-6.0%	-24.6%	-36.3%[inhibitor]	7.2%	-10.2%	·
CCOC(=O)[C@]12CCCC=C1N(Cc1ccccc1)C(=O)[C@H](CC(=O)N1CCN(C(=O)C3CC3)CC1)C2	·	12.3%	-13.6%	·	-17.9%	·	-1.0%	6.2%	-17.0

# Reformatted with values under each structure: part of the list above.
# Second line of a record: ATXN2 expr inh	KB-3-1 tox	HT1080 IDH1KD tx	MCF10A rereplic	KB-V1 cytotox	SW480 rereplic	WRN helicase inh	HT1080NT lethal	IL1B secr inh
> CCOC(=O)c1ccc(N2Cc3ccccc3C2=N)cc1
 : 13.2%	11.4%	7.2%	-1.1%	0.7%	-3.7%	9.3%	3.0%	-6.7
> Nc1c(-c2ccccc2)cnn1-c1ccccc1
 : 29.3%	3.9%	1.0%	1.6%	0.0%	-3.1%	-4.2%	-2.4%	-3.1
